# Growth percent in the NCI-60 one-dose screen (48 h, 10 µM unless noted): 100 = growth as untreated, 0 = no growth, -100 = all killed.
# RXF 393 – RXF 393 renal cancer cells. AID 1794773. 77,000 tested, 6.9% active
# OVCAR-8 – OVCAR-8 ovarian cancer; 81,000 tested, 4.4% active
# ACHN – ACHN renal cancer; 81,000 tested, 4.9% active; AID 1794771
# OVCAR-3 – OVCAR-3 ovarian cancer. 79,000 tested, 7% active
# A498 – A498 renal cancer cells; 76,000 tested, 5.4% active; AID 1794774
# CAKI-1 – CAKI-1 renal cancer | 75,000 tested, 4.7% active
# OVCAR-5 – OVCAR-5 ovarian cancer. 82,000 tested, 2.9% active. AID 1794783
# TK-10 – TK-10 renal cancer cells; 81,000 tested, 3.9% active; AID 1794769
# * marks the source's active call; other numbers are inactive results; . = not tested or not shown. The calls were made as follows: active = growth percent below 10; inactive = the rest. Only part of the results is shown; count on the stated rates, not on these rows.
SMILES,RXF 393,OVCAR-8,ACHN,OVCAR-3,A498,CAKI-1,OVCAR-5,TK-10
COc1ccc(Cl)cc1/C=C/C=N/NC(=O)c1ccncc1,110.0,105.6,102.5,105.1,74.8,95.7,115.5,98.9
CCOC(=O)c1ccc2n1CCCc1cnc(N)nc1-2,104.2,102.0,93.2,112.9,88.6,91.5,97.8,99.9
CCCCC1=C(P(=O)(O)O)N[C@H](C(=O)O)CS1,93.5,95.5,97.9,106.4,100.1,94.1,94.4,94.8
O=C1CC(c2ccccc2)=NN1c1ccccc1,119.2,93.1,107.7,100.3,85.4,98.5,115.1,103.9
CC1=C(C)C(=O)C(N2CCC(C)CC2)=CC1=O,104.7,109.7,104.2,106.1,121.8,91.7,109.9,112.2
CCNc1cc(S(=O)(=O)O)ccc1C,109.9,97.3,113.0,115.6,102.5,.,105.9,100.6
Cc1ccc(S(=O)(=O)Oc2c(Cl)cc(Cl)cc2Cl)cc1,112.1,99.0,100.8,105.5,77.3,92.0,110.9,89.5
COc1ccc(C2CC(c3cc(C)ccc3C)=NN2c2ccc(S(=O)(=O)NC(=O)NCc3ccccc3)cc2)cc1OC (stereo not drawn),76.7,60.3,76.6,83.2,85.0,90.0,91.1,93.8
Cc1ccc(CNc2ccc(C)cc2)cc1,100.1,.,109.3,103.5,82.3,95.5,107.5,110.3
CCOC(=O)C/C(=N\Nc1cc(=O)[nH]c2ccc(Br)cc12)C(=O)OCC,104.5,98.6,95.7,100.2,122.1,83.1,99.6,125.7
CS(=O)(=O)Nc1ccc(OCc2nnc(-c3ccc(Cl)cc3)o2)c(F)c1,107.9,98.1,86.0,106.7,62.5,91.3,99.5,110.9
C=C(CO)[C@@H]1CC[C@]2(COC3CCCCO3)CC[C@]3(C)[C@H](CC[C@@H]4[C@@]5(C)C=C(C=O)C(=O)C(C)(C)[C@@H]5CC[C@]43C)[C@@H]12 (stereo partly drawn),-86.2*,-69.0*,-100.0*,-68.8*,-97.7*,-76.0*,-75.5*,-96.2*
O=C(N=C(c1ccccc1)c1ccccc1)c1cccc(C(=O)N=C(c2ccccc2)c2ccccc2)c1,107.1,103.7,99.0,.,91.2,93.2,108.2,97.6
O=C(O)c1ccc(-n2cc(CNc3ccc(F)c(Cl)c3)c(-c3ccccc3)n2)cc1,100.2,84.8,80.9,93.4,85.2,93.8,113.6,117.3
C#CCN1CCC2(CC1)N(Cc1cn([C@@H]3O[C@H](CO)[C@@H](O)[C@H](O)[C@H]3O)nn1)C(=O)c1ccccc1N2CC#C,102.5,88.7,108.7,109.4,106.2,.,107.2,101.8
O=Cc1c(Cl)[nH]c2ccc(-c3nc4sccn4c3C=O)cc12,93.4,100.8,102.5,101.0,82.3,88.2,86.2,92.2
CN1C(=O)N2CCc3c([nH]c4ccccc34)C2c2ccccc21 (stereo not drawn),89.1,91.6,78.7,94.4,85.3,66.7,102.9,100.2
C=C1C(=O)O[C@H]2[C@H]1CC/C(COC(=O)c1cnccn1)=C\CC[C@@]1(C)O[C@@H]21,43.4,75.6,66.8,30.5,95.0,.,105.3,62.1
C[C@@H](NC(=O)CSc1nnc(-c2ccc(NC(=O)c3cccnc3)cc2)o1)C(=O)O,106.3,103.2,102.8,115.2,116.0,94.7,108.2,105.4
Nc1nc(-c2ccccc2Br)nn1-c1nc2ccccc2s1,104.0,97.6,98.3,108.2,100.6,97.2,98.0,117.8

# Copied from the list.
# For CAKI-1, `Cc1ccc(CNc2ccc(C)cc2)cc1` reads 95.5
# For TK-10, `CCOC(=O)C/C(=N\Nc1cc(=O)[nH]c2ccc(Br)cc12)C(=O)OCC` reads 125.7

# (cont.)
SMILES,RXF 393,OVCAR-8,ACHN,OVCAR-3,A498,CAKI-1,OVCAR-5,TK-10
O=S(=O)(Nc1cccc(-n2cnc3cc(-c4ccc(O)cc4)ccc32)c1)C1CC1,4.8*,19.8,21.3,2.8*,30.6,18.9,47.1,65.0
Cc1[nH]nc2c1C(c1cn[nH]c1-c1ccc(F)cc1)C(C#N)=C(N)O2 (stereo not drawn),86.7,91.7,96.2,115.9,73.7,89.0,105.1,108.7
N#C/C(=C\NC(=S)N=Nc1c(O)[nH]c2ccccc12)c1nc2ccccc2s1,100.6,96.0,89.6,103.3,89.0,96.2,104.7,139.7
O=C(Oc1c(Cl)cc(Cl)cc1[N+](=O)[O-])c1ccccc1Cl,132.5,110.4,108.1,105.2,110.2,84.1,110.3,109.2
CCCCOC(=O)c1ccc(Nc2cc(C)nc3ccc(OC)cc23)cc1,94.2,86.5,86.5,103.1,93.8,.,96.9,103.4
CC(=O)C1N=NCC1c1ccccc1 (stereo not drawn),106.2,111.0,95.8,109.9,.,95.4,98.9,96.1
Nc1ccc(Br)c2ccccc12,109.7,105.5,88.9,96.6,68.9,90.5,103.9,106.4
COc1ccc(C2=Nn3c(nnc3-c3cc(Cl)cc(Cl)c3Cl)SC2)cc1,14.4,19.5,33.5,-24.6*,-11.3*,47.6,6.4*,57.5
Nc1c(O)c(Cl)cc(Cl)c1Cl,93.6,87.6,85.0,95.1,141.2,85.9,.,131.7
COc1ccc(N=Nc2c(N)nn3c(N)c(C#N)c(-c4ccc(C)cc4)nc23)cc1,65.1,66.3,56.8,15.2,128.2,17.4,99.9,100.9
COc1cc2cc(OC(C)=O)c3cc4c(cc3c2c(OC)c1OC)OCO4,94.6,101.7,101.3,101.2,92.5,99.0,92.3,101.4
CSc1nn(-c2ccccc2)c2ncnc(Oc3ccccc3C)c12,89.5,98.4,95.5,87.5,66.9,74.4,97.4,97.3
O=C1c2cc3c(cc2-c2c1c1ccc(F)cc1c(=O)n2CCCN1CCOCC1)OCO3,70.6,47.0,4.6*,85.7,59.0,17.2,78.9,106.4
O=c1cc(C(F)(F)F)c2cc(-c3cc4ccccc4c(=O)o3)c(O)cc2o1,86.3,87.0,74.1,56.9,72.0,76.5,103.2,103.0
CCN(CC)C(=O)C1=C(C)NC(=O)NC1c1ccc2c(c1)OCO2 (stereo not drawn),102.0,106.3,103.5,112.7,110.6,93.1,104.5,100.5
COc1ccc(C(=S)N2CCN(c3ccc(Cl)cc3)CC2)cc1OC,99.2,88.7,94.3,98.8,87.1,90.2,105.8,101.1
Cc1n(Cc2ccc3ccccc3n2)cc[n+]1Cc1ccc2ccccc2c1,9.4*,11.9,88.5,6.4*,-2.1*,.,9.1*,37.8
O=C(NCc1ccccc1)c1ccc([N+](=O)[O-])cc1,95.6,95.4,104.6,114.5,104.9,85.8,104.2,121.0
C#CCOC(=O)CCC(=O)OCC#C,.,101.2,101.1,105.9,105.5,99.8,64.8,.
Cc1ccc2oc3ccccc3c(=O)c2c1,98.6,100.5,103.5,112.4,93.1,89.8,97.4,98.7

# An excerpt from above in order of molecular weight, rising.
SMILES,RXF 393,OVCAR-8,ACHN,OVCAR-3,A498,CAKI-1,OVCAR-5,TK-10
C#CCOC(=O)CCC(=O)OCC#C,.,101.2,101.1,105.9,105.5,99.8,64.8,.
O=C(NCc1ccccc1)c1ccc([N+](=O)[O-])cc1,95.6,95.4,104.6,114.5,104.9,85.8,104.2,121.0
Cc1[nH]nc2c1C(c1cn[nH]c1-c1ccc(F)cc1)C(C#N)=C(N)O2 (stereo not drawn),86.7,91.7,96.2,115.9,73.7,89.0,105.1,108.7
O=C(Oc1c(Cl)cc(Cl)cc1[N+](=O)[O-])c1ccccc1Cl,132.5,110.4,108.1,105.2,110.2,84.1,110.3,109.2
CSc1nn(-c2ccccc2)c2ncnc(Oc3ccccc3C)c12,89.5,98.4,95.5,87.5,66.9,74.4,97.4,97.3
CCCCOC(=O)c1ccc(Nc2cc(C)nc3ccc(OC)cc23)cc1,94.2,86.5,86.5,103.1,93.8,.,96.9,103.4
COc1cc2cc(OC(C)=O)c3cc4c(cc3c2c(OC)c1OC)OCO4,94.6,101.7,101.3,101.2,92.5,99.0,92.3,101.4
O=c1cc(C(F)(F)F)c2cc(-c3cc4ccccc4c(=O)o3)c(O)cc2o1,86.3,87.0,74.1,56.9,72.0,76.5,103.2,103.0
O=S(=O)(Nc1cccc(-n2cnc3cc(-c4ccc(O)cc4)ccc32)c1)C1CC1,4.8*,19.8,21.3,2.8*,30.6,18.9,47.1,65.0
COc1ccc(C2=Nn3c(nnc3-c3cc(Cl)cc(Cl)c3Cl)SC2)cc1,14.4,19.5,33.5,-24.6*,-11.3*,47.6,6.4*,57.5
O=C1c2cc3c(cc2-c2c1c1ccc(F)cc1c(=O)n2CCCN1CCOCC1)OCO3,70.6,47.0,4.6*,85.7,59.0,17.2,78.9,106.4

# Following part
SMILES,RXF 393,OVCAR-8,ACHN,OVCAR-3,A498,CAKI-1,OVCAR-5,TK-10
Cc1ccc(OCc2ccccc2Br)cc1,75.2,81.5,95.8,126.7,109.5,94.4,95.7,119.6
COc1ccc(-n2nc(C(=O)NCc3cc(F)cc(F)c3)nc2-c2cc(OC)c(OC)c(OC)c2)cc1OC,97.6,.,105.4,101.2,90.4,82.1,88.8,103.2
O=C(O)c1ccc(-n2cc(CNc3ccc(CCO)cc3)c(-c3ccccc3)n2)cc1,103.6,106.8,109.4,115.1,103.4,94.6,116.6,105.6
CCOC(=O)c1ccc(NC(=S)NC(=O)c2ccc(NC(=O)C(C)C)cc2OC)cc1,74.2,35.1,64.6,57.4,86.7,53.7,90.1,85.7
O=C(Nc1nc(-c2ccc(Cl)cc2)cs1)c1cc(-c2ccc(Br)cc2)nc2ccc(Cl)cc12,98.6,.,63.6,10.0,.,81.4,106.0,130.1
CC(=O)Oc1cccc(C)c1[N+](=O)[O-],110.4,111.1,103.4,105.5,97.1,85.4,100.1,108.3
N#Cc1c(Nc2ccc(Cl)cc2)nn2c(-c3ccc(F)cc3)c(-c3nc4ccccc4s3)c(N)nc12,110.1,101.2,106.4,110.7,.,84.0,102.4,141.4
O=C(O)c1cc(N2C(=O)C=CC2=O)cc(N2C(=O)C=CC2=O)c1,108.0,115.1,106.4,114.5,95.7,95.6,106.5,110.6
CC(C)(O)C1c2ccccc2-c2ccccc21,100.7,107.0,107.5,105.5,104.4,91.1,108.6,96.5
COS(=O)(=O)c1ccc(Br)cc1,104.7,98.6,102.6,100.6,113.5,115.0,93.4,97.5
O=C1CS/C(=N\Nc2cc(=O)[nH]c3ccccc23)N1c1ccccc1,95.6,94.0,93.6,99.8,81.7,81.3,95.6,111.0
CCOC(=O)C1C(=O)C=C(c2cc(OC)c(OC)c(OC)c2)CC1c1sc(N(C)Cc2ccccc2)nc1Cl (stereo not drawn),81.5,82.0,86.8,91.6,86.1,46.8,101.4,87.4
Nc1ncc(-c2ccc3ncnc(Nc4cncc(Cl)c4)c3c2)cn1,60.3,76.8,41.6,59.9,0.3*,.,52.0,.
Cc1ccc(S(=O)(=O)Oc2ccc(-c3ccc(OS(=O)(=O)c4ccc(C)cc4)cc3)cc2)cc1,112.6,97.9,104.2,91.7,100.3,71.6,108.3,99.3
NC(=S)N/N=C(/CCN1CCCC1)CC(C1=C(O)C2=CCCCC2OC1=O)c1ccccc1 (stereo not drawn),106.2,88.2,89.4,21.8,109.2,98.6,96.9,120.2
N#Cc1ccc(NC(=O)N(CCCl)N=O)cc1,120.3,104.1,98.1,108.9,107.3,97.9,102.7,97.1
CCCc1cc2cc(-n3nc(C)c4c3CC(C)(C)CC4=O)cc(NC3CCSCC3)c2c(=O)[nH]1,33.7,79.0,38.5,87.0,71.4,68.8,97.0,43.4
O=C(CCCCCCN1CC(=O)N2[C@@H](c3ccc([N+](=O)[O-])cc3)c3[nH]c4ccccc4c3C[C@H]2C1=O)NO,98.9,83.1,94.1,99.6,98.7,91.7,81.5,118.1
CSc1nn2c(-c3sc4nc5ccccc5n4c3C)ccnc2c1C#N,107.4,99.9,106.4,112.4,104.7,95.8,104.0,127.7
N#C/C(=C\c1ccc(-c2ccc(Cl)cc2Cl)o1)c1ccc(Cl)cc1,107.6,106.8,97.2,.,50.1,66.6,106.8,183.4
CC(C)=NNC(=O)c1ccc([N+](=O)[O-])cc1,102.3,106.8,98.9,100.0,98.2,103.7,92.0,101.7
O=C(/C=C1\C(=O)N(Cc2ccc([N+](=O)[O-])cc2)c2ccccc21)c1ccc(OCCN2CCCC2)cc1,56.7,66.0,45.7,62.7,83.1,.,77.3,82.8
COc1ccccc1NC1=C(N2CCCCC2)C(=O)c2ccccc2C1=O,67.1,84.7,88.0,87.0,39.4,85.8,96.2,96.2
O=C1/C(=C/c2cccs2)SC(=S)N1C1c2ccccc2Oc2ccccc21,96.5,100.1,97.2,94.3,118.3,92.9,95.3,90.3
COc1ccc(OC)c(-c2nc3ccccc3s2)c1,108.2,101.3,84.6,98.8,76.5,71.3,94.6,136.2
COc1ccc2oc(=O)c(C3(C)NC(=O)c4c(/C=C/C(=O)OC(C)(C)C)cccc4N3)cc2c1 (stereo not drawn),40.3,37.9,28.6,55.4,57.8,39.9,60.9,56.7
CCCCNC(=O)c1cc(NCc2cc(O)ccc2O)ccc1O,83.7,87.6,89.4,54.2,88.9,87.3,106.6,100.9
CC1(C)Oc2ccccc2O1,132.2,107.0,104.3,107.4,99.2,96.8,103.8,109.8
O=P(Cc1ccccc1)(c1ccccc1)c1ccccc1,99.3,95.4,101.9,110.0,102.9,99.9,106.9,117.3
C[C@@H](C[C@H](CCOC(=O)N1CCOCC1)c1ccccc1)c1ccc2ccccc2c1,115.3,85.2,104.3,107.1,82.7,73.0,109.2,100.4
CCCCc1ccc(N/C(N)=N/c2nc(C)cc(=O)[nH]2)cc1,109.5,104.4,112.0,114.5,99.9,90.9,99.2,115.4
Cc1[nH]c(-c2nc3ccccc3[nH]2)c(C)c1C(=O)NNc1ccccc1,112.8,103.1,84.9,106.8,.,85.0,95.3,112.3
